Source: PubChem BioAssay
Dynein transport: blocks dynein driven cargo transport along microtubules; 3617.4 mouse cells, GR-EGFP nuclear translocation imaging; test concentration mostly 20 µM; stimulated with dexamethasone, 1 µM; active compounds read low; z-score, hits read low; actives 0.47% (n = 220,000); AID 1381;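 active = plate z-score of nuclear minus cytoplasmic receptor signal below a set negative limit, without overly bright fluorescence or cell loss, cut at about -3.5 in these data, passing the limit was not always enough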;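 also: z-score of nuclear minus cytoplasmic ring GR-EGFP intensity difference per well; some compounds called inactive have numbers as strong as hits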
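Buffer or medium – tet-free medium with charcoal-stripped serum · Signal – automated 10x imaging of fixed Hoechst-stained cells · Also added – dexamethasone agonist, 1.0 µM final, for 30 min · Incubation – induction 48 h, compound 1 h, agonist 30 min · Read-out – GR-EGFP nuclear translocation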
T cell modulator: T cell immune modulators affecting CD8 T cell-vesicle binding | actives 0.068% (n = 330,000) | calls only at 7 µM | 2C CD8+ T cell-vesicle binding, flow cytometry; active compounds read low;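 active = response, share of CD8 T cells binding vesicles, and their 90th percentile fluorescence all below set limits, cut at about 80% in these data, passing the limit was not always enough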
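Test system: purified 2C TCR transgenic mouse naive CD8+ T cells. Probe or stimulus: QL9-peptide-loaded Drosophila micro-vesicles bearing Ld, ICAM-1 and B7-1. Incubation: binding step 1.5 h, 37 °C, antibody labelling 20 min, ice. Measured by: flow cytometry of vesicle-bound cells.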
Autophagy HCS: alters autophagy in cells; MEF GFP-LC3 puncta imaging; test concentration mostly 10 µM; calls only at 10 µM (by protocol); actives 0.98% (n = 190,000);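 active = percentage of spot-positive cells more than 3 SD above its plate mean, without a fluorescence outlier flag or 80% toxicity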;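 also: spot-positive cell cutoff set from DMSO-treated cells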
P. falciparum M17LAP: P. falciparum M17LAP inhibitors, primary screen, biochemical, fluorogenic H-Leu-NHMec substrate, 1536-well (AID 1619). recombinant M17LAP, H-Leu-NHMec fluorogenic kinetic assay; higher % means a stronger effect. one-dose inhibition, % at 30 µM; IC50 in µM for titrated hits. actives 0.38% (n = 220,000);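 active = compound inhibiting the enzyme by more than half at any dose during confirmatory dose-response retesting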;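 also: plate controls were full reaction with DMSO carrier for no effect and no enzyme background for full effect; strong numbers were not always called active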
Yfh1-depleted yeast: mitochondrial function rescue without frataxin homolog – Friedreich's ataxia, plus single-dose screen, dose response (AID 1465); fold induction at 50 µM, or EC50 in µM where a hit was titrated; actives 0.074% (n = 220,000); S. cerevisiae Yfh1-off respiration, WST-1 reduction, 72 h; higher fold induction means a stronger effect;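 active = fold induction of absorbance versus untreated yeast above a set limit, then at least 30% activation at any dose in follow-up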;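 also: activators that raise dye reduction in frataxin-depleted yeast; strong numbers were not always called active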
MT stabilize HCS: stabilizes microtubules in HeLa cells; actives 0.83% (n = 200,000); % tubulin-high responders, % at 10 µM; HeLa tubulin immunostaining HCS, 24 h; share of cells brighter than vehicle mean+2SD;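 active = plate Z-score above 3 for both tubulin-high and condensed-nucleus cell shares, with cell loss under 80%, at 10 µM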;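 also: anti alpha tubulin signal scored within the nucleus-defined area of each cell; some results filed as inactive read as strong as hits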
WT yeast gro inh: growth inhibition of WT yeast, mitochondrial fusion screen; actives 2.1% (n = 190,000); AID 1362; mitochondrial fusion phenotypic screen, WT strain; inhibition, % at 10 µM; in the data active = inhibition above about 58%; tested in S. cerevisiae
M1AAP inhibition: P. falciparum M1AAP inhibitors, biochemical, fluorogenic H-Leu-NHMec substrate, 1536-well (AID 1445) | recombinant M1AAP, H-Leu-NHMec fluorogenic kinetic assay; higher % means a stronger effect | actives 0.42% (n = 220,000) | inhibition, % at 30 µM; hits with a dose series show IC50 in µM;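 active = primary inhibition above the hit cutoff, then over 50% inhibition at one or more dose response concentrations, cut at about 23% in these data, passing the limit was not always enough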;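 also: plate controls were DMSO full reaction for no effect and no enzyme background for full effect; strong numbers were not always called active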
bCat nuc transl: alters nuclear translocation of beta-catenin in HeLa cells; immunofluorescence imaging; nuclear translocation activity, % at 5 µM; actives 0.3% (n = 190,000); AID 1665;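 active = nuclear translocation activity above 50% at 5 µM, with a well cell count of 50 or more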;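 also: per-cell ratio of nuclear to cytoplasmic median beta-catenin stain intensity; plate controls were DMSO negative control for no effect and GSK-3 inhibitor IX positive control for full effect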
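Test system: human HeLa cell line; Doses: 5 µM primary, 0.02–20 µM confirmation; Incubation: 24 h compound exposure, 37°C; Detection: beta-catenin immunofluorescence imaging with DAPI; Read-out: beta-catenin nuclear/cytoplasmic ratio, % activation.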
WT yeast gro inh mutant strain: recorded beside WT yeast gro inh, whose call it bears; inhibition, %; mitochondrial fusion phenotypic screen, mutant strain inhibition
Dynein transport cytoplasmic EGFP: second read-out of Dynein transport, no call of its own (marks repeat the call); z-score; measured here: cytoplasmic GR-EGFP intensity; active compounds read high
Dynein transport nuclear GR-EGFP: also measured in Dynein transport; calls as there; z-score; measured here: nuclear GR-EGFP intensity;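 lower value marks the stronger effect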
Dynein transport cell count: also measured in Dynein transport; calls as there; z-score; measured here: cell count per field
bCat nuc transl cell count 5 µM: second read-out of bCat nuc transl, no call of its own (marks repeat the call); cell count; measured here: cell count, cytotoxicity flag
T cell modulator vesicle-bound %: further read-out of T cell modulator, marked with its call; double positive events, %; measured here: CD8+ vesicle-bound cell fraction;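 binding gate set so that unloaded-vesicle control wells show 10% double positive cells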
MT stabilize HCS Hoechst-high %: recorded beside MT stabilize HCS, whose call it bears; % Hoechst-high responders; measured here: nuclear condensation Hoechst responders;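 share of cells brighter than vehicle mean plus two SD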
MT stabilize HCS cytotoxicity %: further read-out of MT stabilize HCS, marked with its call; toxicity, %; measured here: cytotoxicity by cell density;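 0% = mean cell density of plate MIN control wells and 100% = no cells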
Autophagy HCS cell loss 18 h: also measured in Autophagy HCS; calls as there; toxicity, %; measured here: cell loss, nuclei count;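 cell loss after 18 h compound exposure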
* marks the source's active call; other numbers are inactive results; i = inactive; . = not tested or not shown. An unsorted share of the library. About 4.4% of those tested had a hit in this group.

SMILES	Dynein transport	Dynein transport cytoplasmic EGFP	Dynein transport nuclear GR-EGFP	Dynein transport cell count	T cell modulator	T cell modulator vesicle-bound %	Autophagy HCS	Autophagy HCS cell loss 18 h	P. falciparum M17LAP	Yfh1-depleted yeast	MT stabilize HCS	MT stabilize HCS Hoechst-high %	MT stabilize HCS cytotoxicity %	WT yeast gro inh	WT yeast gro inh mutant strain	M1AAP inhibition	bCat nuc transl	bCat nuc transl cell count 5 µM
COCCNC(=S)N/N=C/c1ccc(-c2ccc([N+](=O)[O-])cc2)o1	-1.6	1.8	-0.21	-0.35	i	33	.	.	-3%	i	.	.	.	.	.	6%	0.0	1252
O=C(/C=C/c1cccs1)Nc1ccc(Br)cn1	0.59	0.05	0.61	-1.6	i	61	i	28	1%	i	7.5	65	38	1	-4	5%	166*	345*
Cc1cc(C)c2cc(CN(CCO)C(c3nnnn3Cc3ccc(F)cc3)C(C)C)c(=O)[nH]c2c1 (stereo unspecified)	0.043	-0.17	0.013	0.004	.	.	i	-4	16%	i	7.7	2.2	2.7	-4	13	10%	0.3	1181
CCCCCC(=O)N=Nc1c(O)[nH]c2ccc([N+](=O)[O-])cc12	-0.82	-0.29	-0.8	1.1	i	5	i	3	28%	i	6.4	2.1	3.1	-2	6	-2%	0.5	957
CN(C(=O)CSc1nc2cc(C(=O)O)ccc2c(=O)n1Cc1ccccc1)C1CCS(=O)(=O)C1 (stereo unspecified)	-0.5	-0.11	-0.29	0.91	i	8	i	-8	13%	i	2.1	2.2	5.3	-7	-2	2%	0.8	1083
COc1ccc(NC(=O)c2oc3ccccc3c2NC(=O)C2CCCO2)cc1OC (stereo unspecified)	0.39	-0.27	0.11	-0.32	i	18	i	5	5%	i	2.7	1.8	6.9	7	-15	4%	-3.3	1088
O=c1sc(N2CCN(c3ccc(F)cc3)CC2)nc2ccsc12	4.8	-0.022	3.1	-0.8	i	18	i	3	19%	i	2.5	2.6	1.9	-11	-8	13%	.	.
Nc1c(-c2ccccc2)cnn1-c1cccc([N+](=O)[O-])c1	-0.97	-0.21	-0.86	1.5	i	33	i	-5	6%	i	2.4	1.6	13	-14	-6	2%	.	.
CC1CN(c2ccc([N+](=O)[O-])c(NCCOc3ccccc3)c2)CCN1 (stereo unspecified)	0.52	-0.13	0.42	-0.13	i	58	i	3	7%	i	1.2	2.0	11	7	7	8%	2.9	1005
CCCCn1c(=O)c(CCC(=O)OCC(=O)NC(=O)NCCOC)nc2ccccc21	0.88	-0.38	0.35	0.14	i	34	i	-9	1%	i	2.3	2.0	1.9	-11	-2	9%	-2.2	1148
CCn1c(CCNC(=O)c2ccc(OC)c(OC)c2)nc2ccccc21	-1.3	-0.23	-0.13	0.7	i	24	i	-4	3%	i	2.9	1.8	8.2	-8	2	4%	-3.2	605
O=C(c1nc2ccccn2c1CN1CCCC(c2nc3ccccc3o2)C1)N1CCCC1 (stereo unspecified)	1	-0.19	0.73	-0.66	i	6	i	30	10%	i	2.3	2.6	8.7	9	7	1%	1.8	1020
COC(=O)Nc1ccccc1C(=O)N1CCC(O)(c2ccc(Cl)cc2)CC1	-0.61	-0.28	-0.25	0.22	i	4	i	-7	-8%	i	3.1	3.7	1.9	-8	-1	5%	-4.0	567
COC(=O)C1=C(C(=O)OC)[C@@H]2N(Cc3ccccc3)c3ccccc3[C@@]23C[C@@H](C(=O)OC)N(C(=O)COCc2ccccc2)C3=N1	-0.077	-0.79	-0.034	0.31	i	27	.	.	-4%	i	.	.	.	.	.	10%	-1.8	1154
CCN1CCN(C(=S)Nc2cc(S(=O)(=O)N(CC)CC)ccc2C)CC1	-0.64	-0.33	-0.24	1.3	i	47	i	12	-8%	i	4.3	3.3	5.6	-12	-8	1%	-0.4	1160
COc1ccc(CCCC(=O)N/N=C/c2ccccc2OC)cc1	-0.69	-0.23	-0.26	0.63	i	23	i	20	2%	i	2.2	2.2	3.4	-10	6	3%	-0.5	1149
Cc1cc2nc3n(c2cc1C)CC1CC(C(=O)NCC2CC2)N(C)C31 (stereo unspecified)	0.75	-0.66	0.45	-0.36	i	7	.	.	1%	i	.	.	.	.	.	2%	-0.4	1369
CCOC(=O)c1c(N)n(CC(C)NC(=O)C2CC2)c2nc3ccccc3nc12 (stereo unspecified)	-0.57	-0.23	-0.5	1.1	.	.	i	2	-75%	i	1.6	2.4	8.1	0	0	9%	-1.6	1377
CC1CN(Cc2nc3c(c(=O)[nH]c(=O)n3C)n2CC(N)=O)CC(C)O1 (stereo unspecified)	1.5	-0.25	0.74	-0.15	i	40	.	.	-3%	i	4.0	2.4	8.3	-8	-13	7%	-1.4	1146
CCOc1cc(S(=O)(=O)Nc2ccc(Cl)cn2)ccc1Cl	-1.1	-0.11	-0.4	1.1	i	22	i	-3	-10%	i	4.3	1.7	4.3	-1	7	-4%	-3.0	1193
Cc1ccc(NC(=O)CN2CCC(NC(=O)Cc3ccccc3)CC2)cc1C	0.51	-0.18	0.4	-0.57	i	23	i	11	10%	i	2.6	1.6	6.9	21	6	7%	.	.
CC(C)(C)c1cc(NC(=O)c2cccc(S(=O)(=O)N3CCOCC3)c2)no1	0.82	-0.22	0.67	-1	i	45	i	-11	10%	i	1.7	4.6	10	-7	-12	9%	-0.6	540
S=C(c1cccs1)N1CCCC1	-0.67	-0.25	-0.72	0.55	i	20	i	42	15%	i	3.5	2.1	2.6	-4	3	4%	-0.3	1071
CCOc1cc(C2NC(=O)NC(C)=C2C(=O)OC(C)CC)cc(Br)c1O (stereo unspecified)	0.064	-0.17	0.049	1.1	i	53	i	3	-4%	i	3.3	4.9	8.0	2	-2	34%	0.3	1117
c1ccc2c(NC3=NCCCCS3)cccc2c1	-0.21	-0.2	0.24	0.4	i	49	i	-16	1%	i	3.3	2.2	5.0	-9	-9	11%	-3.4	565
CCOC(=O)c1c(NC(=O)C2=C(C)NC(=S)NC2c2ccc(F)cc2)sc(C)c1C (stereo unspecified)	-1.2	-0.29	-0.91	1.1	i	3	i	7	-6%	i	3.4	2.2	5.0	20	-22	0%	.	.
C[C@@H]1CC=C[C@H]2[C@H]1C(=O)N(Cc1ccccc1)[C@H]2c1ccc(Br)cc1F	-0.39	-0.68	-0.019	-0.36	i	53	.	.	2%	i	.	.	.	.	.	2%	-2.4	1186
COc1ccc(C2=NN(CC(=O)Nc3cc(C)ccc3C)C(=O)CC2)cc1	-0.78	-0.18	-0.0073	0.64	i	28	.	.	5%	i	.	.	.	.	.	0%	-0.2	1308

Filtered by structure, the compounds so far with two or more sulfur atoms
SMILES	Dynein transport	Dynein transport cytoplasmic EGFP	Dynein transport nuclear GR-EGFP	Dynein transport cell count	T cell modulator	T cell modulator vesicle-bound %	Autophagy HCS	Autophagy HCS cell loss 18 h	P. falciparum M17LAP	Yfh1-depleted yeast	MT stabilize HCS	MT stabilize HCS Hoechst-high %	MT stabilize HCS cytotoxicity %	WT yeast gro inh	WT yeast gro inh mutant strain	M1AAP inhibition	bCat nuc transl	bCat nuc transl cell count 5 µM
CN(C(=O)CSc1nc2cc(C(=O)O)ccc2c(=O)n1Cc1ccccc1)C1CCS(=O)(=O)C1 (stereo unspecified)	-0.5	-0.11	-0.29	0.91	i	8	i	-8	13%	i	2.1	2.2	5.3	-7	-2	2%	0.8	1083
O=c1sc(N2CCN(c3ccc(F)cc3)CC2)nc2ccsc12	4.8	-0.022	3.1	-0.8	i	18	i	3	19%	i	2.5	2.6	1.9	-11	-8	13%	.	.
CCN1CCN(C(=S)Nc2cc(S(=O)(=O)N(CC)CC)ccc2C)CC1	-0.64	-0.33	-0.24	1.3	i	47	i	12	-8%	i	4.3	3.3	5.6	-12	-8	1%	-0.4	1160
S=C(c1cccs1)N1CCCC1	-0.67	-0.25	-0.72	0.55	i	20	i	42	15%	i	3.5	2.1	2.6	-4	3	4%	-0.3	1071
CCOC(=O)c1c(NC(=O)C2=C(C)NC(=S)NC2c2ccc(F)cc2)sc(C)c1C (stereo unspecified)	-1.2	-0.29	-0.91	1.1	i	3	i	7	-6%	i	3.4	2.2	5.0	20	-22	0%	.	.
